# Screening results deposited in PubChem BioAssay by several laboratories.
# GLD-1 RNA inh: GLD-1-TGE RNA interaction inhibition (C. elegans). Q17339. purified GLD-1 + fluorescein TGE RNA, fluorescence polarization. AID 2280. 0.44% of 320,000 active. inhibition, % at 5.96 µM;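 active = percent inhibition above a per-plate cutoff, the plate mean of test compounds plus 3 SD, cut at about 30% in these data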;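 also: 0% = DMSO wells with GLD-1 and probe and 100% = wells lacking GLD-1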
# EBNA-1 inhibitor: blocks EBNA-1 binding to DNA | EBNA-1 DNA binding, fluorescence polarization | inhibition, % at 14.8 µM | 0.34% of 300,000 active; in the data active = inhibition above about 28%
# BCLXL inh: blocks human Bcl-xL binding to Bim BH3 peptide | Q07817 | GST-Bcl-xL / FITC-Bim BH3 peptide fluorescence polarization | inhibition, % at 10.9 µM | 0.7% of 320,000 active | AID 2129;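 active = inhibition above the mean of all tested compounds plus 3 SD, cutoff set per campaign, cut at about 30% in these data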;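 also: 0% = DMSO wells and 100% = unlabeled Bim-BH3 peptide competitor; inhibitors lower millipolarization by displacing the labeled peptide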
# Target sequence (Q07817 whole entry, looked up): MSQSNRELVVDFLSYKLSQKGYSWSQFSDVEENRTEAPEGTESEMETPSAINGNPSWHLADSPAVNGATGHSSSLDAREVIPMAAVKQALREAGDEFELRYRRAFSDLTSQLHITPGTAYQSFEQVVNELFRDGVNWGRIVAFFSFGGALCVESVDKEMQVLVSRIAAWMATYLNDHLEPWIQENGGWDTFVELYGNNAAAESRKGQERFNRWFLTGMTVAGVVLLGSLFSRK
# ZTA DNA inh: ZTA (EBV) inhibition in EBNA-1 counter-screen; P03206; ZTA-DNA binding, fluorescence polarization; inhibition, % at 11 µM; 0.15% of 320,000 active; in the data active = inhibition above about 33%
# Target sequence (P03206 whole entry, looked up): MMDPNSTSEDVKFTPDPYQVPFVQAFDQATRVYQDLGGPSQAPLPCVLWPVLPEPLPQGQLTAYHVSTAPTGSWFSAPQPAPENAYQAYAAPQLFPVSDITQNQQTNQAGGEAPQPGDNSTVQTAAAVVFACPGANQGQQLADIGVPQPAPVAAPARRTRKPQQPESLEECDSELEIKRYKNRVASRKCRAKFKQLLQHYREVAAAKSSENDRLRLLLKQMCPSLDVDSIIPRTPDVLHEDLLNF
# Efflux pump mplx: blocks antifungal efflux pumps in multiplex yeast assay; S. cerevisiae Candida pump triplex, Nile Red efflux; inhibition, % at 10 µM; 0.44% of 330,000 active; AID 485275;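 active = plate passing quality check with inhibition over a set limit, or well fluorescence over plate mean plus 4 SD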;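 also: Nile Red retained in pooled yeast measured as flow cytometry median fluorescence; 0% = buffer negative control and 100% = Enniatin B positive control; higher means more Nile Red kept so more efflux inhibition; some compounds called inactive have numbers as strong as hits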
# MCL1 BIM primary: MCL1-BIM-BH3 interaction inhibition (human). Q07820. GST-MCL1 / FITC-Bim-BH3 fluorescence polarization. inhibition, % at 10.9 µM. 0.68% of 320,000 active. AID 2057;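 active = inhibition above the mean inhibition of all tested compounds plus 3 SD, set per campaign, cut at about 40% in these data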;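 also: 0% = DMSO wells and 100% = unlabeled Bim-BH3 peptide control; higher means more loss of mP so more displacement of Bim peptide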
# Target sequence (Q07820 whole entry, looked up): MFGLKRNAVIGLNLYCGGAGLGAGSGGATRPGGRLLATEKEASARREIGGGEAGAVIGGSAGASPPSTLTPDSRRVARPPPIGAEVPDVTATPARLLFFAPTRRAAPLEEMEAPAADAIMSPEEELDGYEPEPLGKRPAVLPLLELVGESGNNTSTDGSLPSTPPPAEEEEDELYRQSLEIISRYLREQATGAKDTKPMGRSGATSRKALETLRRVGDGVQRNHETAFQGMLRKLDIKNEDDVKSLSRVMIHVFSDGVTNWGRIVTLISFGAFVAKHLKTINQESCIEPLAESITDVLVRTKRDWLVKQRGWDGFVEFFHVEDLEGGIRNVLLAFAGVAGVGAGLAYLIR
# Yeast superoxide: caloric restriction mimetics inhibiting age-related superoxide in yeast; AID 2690; S. cerevisiae aged cells, superoxide DHE fluorescence; active compounds read low; superoxide response (% of plate mean), % at 10 µM; 0.18% of 330,000 active;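 active = superoxide response under a set limit, about three screen SD below normal, cut at about 65% in these data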;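 also: yeast aged for seven days with compound at 30 °C before DHE staining; 100% = average MFI of all compound-treated wells on the plate with controls excluded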
# MEX-5 binding: C. elegans MEX-5 TCR-2 RNA binding activity | MEX-5/FITC-TCR2 RNA binding, fluorescence polarization; active compounds read low | 0.38% of 300,000 active | AID 1832 | activity score (negative = inhibition of binding), % at 10 µM | Q9XUB2;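 active = inhibition past about -25% in most replicates, and total fluorescence under double the plate's negative control median, limit read from the data; inconclusive = replicates evenly split on the limit, or fluorescence at least double controls; inactive = too little inhibition in most replicates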;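 also: 0% = DMSO and -100% = 5 µM competing unlabeled TCR2 RNA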
# Fam108B counter: Fam108B inhibition, counter-screen for RBBP9 inhibitors; 0.33% of 300,000 active; recombinant Fam108B, FP-Rh probe fluorescence polarization; AID 1947; inhibition, % at 9.51 µM;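 active = inhibition above the screen mean inhibition plus 3 SD, computed separately per campaign, cut at about 18% in these data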;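 also: inhibitors lower polarization as less probe binds the enzyme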
# Active calls of the source: *; ? = inconclusive; . = no result given.
# A first look, five compounds:
SMILES,GLD-1 RNA inh,EBNA-1 inhibitor,BCLXL inh,ZTA DNA inh,Efflux pump mplx,MCL1 BIM primary,Yeast superoxide,MEX-5 binding,Fam108B counter
O=C(c1cccc(Cl)c1)N1CCn2c1nc1ccccc12,-2,5,3,11,0.1,4,83,-3.5,-1
C=CCNC(=O)NC(=O)c1csc([N+](=O)[O-])c1,3,-6,7,-12,-0.1,7,106,2.5,0
CC1(C)Cc2c(c(N3CCCC3)[nH]c(=S)c2C#N)CO1,2,-1,5,1,-0.1,1,97,1.6,1
CCCCN(C(=O)c1cccc(S(=O)(=O)N2CC(C)OC(C)C2)c1)c1c(N)n(CCCC)c(=O)[nH]c1=O (stereo not given),-3,-1,-8,5,0.1,-7,94,-4.9,-1
O=C(Nc1c2c(nc3c1CCC3)CCCC2)c1ccccn1,5,1,4,0,0.2,4,115,-0.9,-3

# All compounds of this part (from the top)
SMILES,GLD-1 RNA inh,EBNA-1 inhibitor,BCLXL inh,ZTA DNA inh,Efflux pump mplx,MCL1 BIM primary,Yeast superoxide,MEX-5 binding,Fam108B counter
O=C(c1cccc(Cl)c1)N1CCn2c1nc1ccccc12,-2,5,3,11,0.1,4,83,-3.5,-1
C=CCNC(=O)NC(=O)c1csc([N+](=O)[O-])c1,3,-6,7,-12,-0.1,7,106,2.5,0
CC1(C)Cc2c(c(N3CCCC3)[nH]c(=S)c2C#N)CO1,2,-1,5,1,-0.1,1,97,1.6,1
CCCCN(C(=O)c1cccc(S(=O)(=O)N2CC(C)OC(C)C2)c1)c1c(N)n(CCCC)c(=O)[nH]c1=O (stereo not given),-3,-1,-8,5,0.1,-7,94,-4.9,-1
O=C(Nc1c2c(nc3c1CCC3)CCCC2)c1ccccn1,5,1,4,0,0.2,4,115,-0.9,-3
Cc1ccc(-c2nnn(CC(=O)NCCC3=CCCCC3)n2)cc1,4,3,1,-4,-0.1,-1,102,-4.1,-1
CC[C@@]12C(=O)N(c3cccc(F)c3)C(=O)N1[C@H](c1ccc(F)cc1)[C@@H]1C(=O)N(C3CCCCC3)C(=O)[C@@H]12,7,-3,-1,-22,0.0,-5,106,0.7,2
O=C1CS(=O)CN1c1ccc(Oc2ccccc2)cc1 (stereo not given),-2,-3,10,13,-0.1,8,82,3.6,-2
COc1ccc(Cl)cc1NC(=O)c1cnc2sccn2c1=O,12,-8,-2,2,0.2,1,108,-1.4,-3
COc1ccc(C(=O)N2CCCC(CNC(=O)c3ccccc3Cl)C2)o1 (stereo not given),0,1,5,1,0.0,0,94,-0.5,2
COc1cc2c(cc1OC)CN(CC(=O)Nc1ccc(Cl)c(S(=O)(=O)N(C)C)c1)CC2,-6,-3,-11,15,0.1,-9,116,-1.7,-3
Cc1ccc(-c2nn(CC(=O)O)c(=O)c3ccccc23)cc1,6,0,2,10,0.0,4,101,0.0,2
CSC1=NSC2=NC(=O)/C(=C/c3coc4ccc(O)cc4c3=O)C(=N)N12,-50,7,52*,12,0.2,32,127,?,28*
COc1ccc(CNC(=O)C2CC(c3ccc(F)cc3)=NO2)cc1 (stereo not given),2,3,10,-3,-0.1,6,89,-1.4,-2
CCCc1nnc(SCC(=O)N2CCCCC2)n1CC1CCCO1 (stereo not given),-3,-1,0,6,0.0,6,95,-1.8,6
Cc1c(C(C)(C)O)[nH]c2ccc(C(F)(F)F)cc12,-4,2,5,10,0.0,1,97,2.0,0
Cc1sc(NC(=O)c2ccc(Br)s2)c(C(N)=O)c1C,6,3,2,18,-0.1,-3,99,1.0,2
CCCn1c2c(c(O)c(C(=O)Nc3ccc(OC)cc3)c1=O)CCCC2,1,2,3,10,0.0,3,104,2.4,-1
Cc1ccc2c(c1)C1CN(C)CCC1N2C(=S)NC(=O)c1ccc(Br)cc1 (stereo not given),2,7,9,15,0.0,7,105,2.9,-5
COC(=O)C1=C[C@@H](C(=O)OC)[C@@H]2C3=C(C(=O)[C@@]2(C)NC(=O)c2ccccc2)[C@H](C)n2c(=O)n(C)c(=O)n2[C@@H]3C1,1,-6,4,-18,0.2,13,102,-1.1,-4
Cc1ccccc1NS(=O)(=O)c1cc(C(=O)Nc2cccnc2)ccc1C,-2,8,5,0,-3.7,0,98,4.1,3
CCc1cc(C(=O)Cc2nc3ccccc3s2)c(O)cc1OCC(=O)O,0,-5,-1,6,-0.1,-7,104,-4.1,0
O=C(Nc1cccnc1)/C(N=Nc1cccnc1)=C(\O)c1ccccc1,6,-2,4,2,-0.2,-1,95,-3.1,-6
Cc1ccc(S(=O)(=O)N(C)CC(=O)OCc2nnc(-c3ccccc3)o2)cc1,1,0,-1,2,-0.1,1,101,1.5,2
CCn1c(CCc2ccccc2)n[nH]c1=S,-11,1,-10,-11,-0.2,-5,93,0.8,3

# Full records as entered above:
# Shown for COc1ccc(Cl)cc1NC(=O)c1cnc2sccn2c1=O = GLD-1 RNA inh: 12; EBNA-1 inhibitor: -8; BCLXL inh: -2; ZTA DNA inh: 2; Efflux pump mplx: 0.2; MCL1 BIM primary: 1; Yeast superoxide: 108; MEX-5 binding: -1.4; Fam108B counter: -3
# Shown for O=C(Nc1cccnc1)/C(N=Nc1cccnc1)=C(\O)c1ccccc1 = GLD-1 RNA inh: 6; EBNA-1 inhibitor: -2; BCLXL inh: 4; ZTA DNA inh: 2; Efflux pump mplx: -0.2; MCL1 BIM primary: -1; Yeast superoxide: 95; MEX-5 binding: -3.1; Fam108B counter: -6

# (next part)
SMILES,GLD-1 RNA inh,EBNA-1 inhibitor,BCLXL inh,ZTA DNA inh,Efflux pump mplx,MCL1 BIM primary,Yeast superoxide,MEX-5 binding,Fam108B counter
O=C(NCCc1ccccn1)C1CCN(S(=O)(=O)c2ccc(Cl)cc2)CC1,-3,-9,-3,-2,0.2,-17,124,1.5,-10
COC(=O)c1cc(CSc2nc3ccccc3[nH]2)oc1C,-4,0,-6,-2,0.1,-12,100,-1.6,-1
CC(=O)Nc1ccc(NC(=S)Nc2ccc(F)cc2)cc1,-2,-8,10,-5,0.1,23,115,0.8,8
CC(SCc1ccccc1)C(=O)N/N=C/c1cccs1 (stereo not given),2,3,1,7,0.0,4,101,2.2,2
COc1cc(/C=C2\SC(=O)NC2=O)ccc1OCc1ccc(Cl)nc1,3,-3,0,-7,-0.3,3,115,-0.8,2
COc1ccc(C2CC2/C(C)=N/OC(=O)c2cccs2)cc1 (stereo not given),5,-13,-3,10,0.1,-1,118,-0.2,2
CCn1c(SCC(=O)N=Nc2c(O)[nH]c3ccccc23)nc2ccccc21,6,0,1,10,-0.1,-3,99,-2.5,-1
COc1cc2c(cc1OC)C(c1ccc(-c3ccccc3Cl)o1)=NCC2,-3,3,9,-1,0.1,16,102,2.3,-2
COc1ccc(CNC(=O)c2cc3c(s2)CS(=O)C3)cc1 (stereo not given),0,5,-2,4,-0.1,2,91,0.7,0
CC(=O)Nc1ccc(NS(=O)(=O)C(F)(F)F)cc1,8,12,5,17,0.1,4,102,-3.0,5
CCOC(=O)C(=O)Nc1ccccc1C#N,7,-6,6,0,-0.1,4,86,1.8,3
CCOC(=O)c1ccc(Nc2cc(C)nc3ncnn23)cc1,-1,10,11,2,-0.1,7,100,-13,1
Cc1ccc(C(=O)Nc2ccc3c(c2)OCO3)cc1S(=O)(=O)N1CCOCC1,4,-10,7,16,0.3,5,100,0.3,6
O=C(CC(C(=O)O)c1ccccc1)c1cccs1 (stereo not given),-1,1,4,4,-0.2,-1,97,1.2,2
CCc1nn(CC(=O)NCCC(C)C)c(=O)c2cc3c(OC)cccc3n12,-4,-17,-10,-2,0.5,-15,76,0.3,-9
COc1ccccc1NS(=O)(=O)c1cc(NC(=O)/C=C/c2cccs2)ccc1N1CCOCC1,2,0,-1,3,-0.1,0,91,1.1,-25
CC(=O)Cc1nsc(Nc2ccc(C)cc2)n1,5,-6,1,-1,-0.1,0,105,3.1,-5
Cc1ccc(S(=O)(=O)Nc2cccc(C(=O)NCCCn3ccnc3)c2)cc1F,10,-11,4,1,0.0,1,91,-1.5,0
O=C(c1ccc(NC(=S)NCc2ccco2)cc1)N1CCOCC1,5,-2,-2,13,-0.1,0,92,1.7,-2
CC1CCc2c(sc(NC(=O)C3c4ccccc4Oc4ccccc43)c2C(N)=O)C1 (stereo not given),4,5,2,21,0.0,7,106,-0.6,3
CC(C)c1ccc(NC(=O)c2snc3ccc(Cl)cc23)cc1,4,6,7,23,-0.1,13,113,1.5,-4
Cc1onc(-c2ccccc2Cl)c1C(=O)NC(C)c1ccccc1 (stereo not given),5,-13,-2,-4,0.2,-2,99,-1.1,0
Cc1ccc(C(=O)NNC2=Nc3cc([N+](=O)[O-])ccc3OC2)cc1,-4,-8,-6,10,0.0,-2,93,2.8,-1
Cc1[nH]c2ccccc2c1/C=N\NC(=O)Cn1nnc(-c2ccccc2)n1,6,11,9,6,0.0,8,95,0.4,2
Oc1ccc(F)c2cccnc12,1,-5,0,5,-0.1,5,91,-0.7,1

# (cont.)
SMILES,GLD-1 RNA inh,EBNA-1 inhibitor,BCLXL inh,ZTA DNA inh,Efflux pump mplx,MCL1 BIM primary,Yeast superoxide,MEX-5 binding,Fam108B counter
CCCCn1nnc(NC(=O)COc2cc(C)ccc2C(C)C)n1,4,0,3,16,0.1,3,110,-0.3,0
COc1ccc(CCN2CC(C(=O)NCCc3ccccc3C)CCC2=O)cc1 (stereo not given),0,-7,2,8,0.1,1,97,-1.4,-3
Cc1ccccc1-c1nc(CS(=O)(=O)CC(=O)NC2CC2)c(C)o1,7,-15,1,1,0.1,2,97,-4.9,1
COc1c2ccccc2c(OC)c2ccccc12,-3,-2,3,-11,0.0,7,113,-0.1,0
C/C(=C\c1cccs1)C(=O)c1c(C)cc(C)[nH]c1=O,4,4,-4,-14,-0.2,-3,91,-3.2,-6
CC(C)COC(=O)Nc1ccccc1C(=O)N1CCOCC1,2,0,1,6,0.0,-4,96,-1.0,1
O=C(COC(=O)/C=C/c1ccccc1)NC1CC1,1,.,1,-18,-0.1,1,106,.,.
CC1CCC2(CC1)NC(=O)N(NC(=O)c1cccc(N(C)C)c1)C2=O (stereo not given),1,.,-1,-1,0.1,0,117,.,.
O=C(O)C(Cc1ccccc1)NC(=O)C(Cc1ccccc1)NC(=O)C12CC3CC(CC(C3)C1)C2 (stereo not given),7,0,8,-3,-0.1,-3,125,2.3,1
COc1ccccc1-n1c(SCC(=O)c2ccc(O)cc2O)nc2cc([N+](=O)[O-])ccc21,9,-1,1,12,-0.2,11,92,3.7,-16
C=CCn1c(SCC(=O)NCC2CCCO2)nnc1-c1ccncc1 (stereo not given),-3,.,3,-15,-0.1,2,96,.,.
O=C(O)[C@H]1Cc2ccccc2CN1S(=O)(=O)c1ccc(F)cc1,5,-2,8,5,0.0,6,100,-0.3,0
CCOC(=O)C1CCN(C(=O)CN(Cc2ccc(Cl)cc2)S(C)(=O)=O)CC1,8,-4,11,3,0.0,6,103,-0.6,1
O=C(Cn1ncc2c3ccccc3n(Cc3ccc(F)cc3)c2c1=O)N1CCN(c2ncccn2)CC1,-6,-6,7,17,0.1,6,98,-1.0,-2
CCOC(=O)NC1(C(F)(F)F)C(=O)NC(C)=C1C(=O)OC (stereo not given),13,14,4,9,0.0,-2,85,0.2,0
Cc1ccc(S(=O)(=O)Nc2cc(Cl)c(O)c3ncccc23)cc1,11,-6,9,7,0.3,20,93,-1.8,0
